AHR activator: AHR activators, primary screen, cell-based, luminescence, luciferase reporter, human; Aryl hydrocarbon receptor (Homo sapiens), P35869; AHR-responsive luciferase reporter cells; activation, % at 5 µM; 320,000 tested, 2.5% active; AID 2796, 2010; in the data active means activation above about 47%;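 further: 0% = vehicle wells and 100% = reference agonist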
CIT2 TOR yeast: modulators of CIT2-GFP expression in yeast, primary screen, S. cerevisiae, GFP fusion, multiplex flow cytometry, MLPCN library. S. cerevisiae CIT2-GFP strain, 3 h; 100 means same as DMSO wells. GFP response vs DMSO, % at 10 µM. 320,000 tested, 0.065% active. AID 2029, 2009;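 active means GFP response relative to DMSO above a set limit, near the screen mean plus 3 SD, cut at about 150% in these data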;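 further: ratio of well median GFP fluorescence to mean of DMSO wells on the plate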
proCasp3 act: activators of human procaspase-3 D3A mutant, primary screen, biochemical, absorbance, PC-3 D3A mutant, single concentration | recombinant procaspase-3 D3A, Ac-DEVD-pNA absorbance 405 nm | activation, % at 8.5 µM | 330,000 tested, 0.11% active;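 active means activation above the mean of all tested compounds plus 3 SD, cut at about 21% in these data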;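 further: 0% = DMSO alone and 100% = DMSO wells spiked with extra 5 µM PC-3 D3A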
Target sequence (P42574 whole entry D9A/D28A/D175A): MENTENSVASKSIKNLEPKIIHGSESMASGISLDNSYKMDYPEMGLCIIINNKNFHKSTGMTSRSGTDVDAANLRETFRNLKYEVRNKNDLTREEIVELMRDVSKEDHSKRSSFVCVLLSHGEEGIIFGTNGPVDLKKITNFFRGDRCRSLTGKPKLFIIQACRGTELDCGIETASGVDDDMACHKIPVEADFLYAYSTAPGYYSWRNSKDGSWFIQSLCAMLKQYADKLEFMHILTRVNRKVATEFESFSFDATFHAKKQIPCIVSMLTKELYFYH
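Technique: 405 nm absorbance of p-nitroaniline, reads at 0 and 120 min; Test system: Procaspase-3 D3A mutant; Incubation: 1 h enzyme-compound preincubation, then 2 h substrate reaction, 25 °C; Repeats: singlicate, each compound tested once; Benchmarks: low control DMSO wells, high control DMSO plus 5 µM PC-3 D3A.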
MEP2 TOR yeast: modulators of MEP2-GFP levels in yeast, primary screen, S. cerevisiae, multiplex flow cytometry, MLPCN library; 330,000 tested, 0.51% active; S. cerevisiae MEP2-GFP strain, 3 h; 100% = DMSO control level; GFP response vs DMSO, % at 10 µM;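 active means GFP response versus DMSO above a set limit, roughly screen mean plus 3 SD, cut at about 180% in these data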;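 further: median GFP fluorescence of the barcode-gated MEP2-GFP cells per well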
proCasp7 act: procaspase-7 activators, primary screen, counter-screen for procaspase-3 activator project, biochemical, absorbance, HTS, human | recombinant procaspase-7, Ac-DEVD-pNA absorbance 405 nm; D23A/D198A/D206A triple mutant, cannot self-cleave; scale: DMSO 0, 5 µM enzyme 100 | activation, % at 8.5 µM | 330,000 tested, 0.093% active | Caspase-7 (Homo sapiens), P55210;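 active means percent activation above the screen-wide mean plus 3 SD, cut at about 25% in these data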
Target sequence (P55210 whole entry D23A/D198A/D206A): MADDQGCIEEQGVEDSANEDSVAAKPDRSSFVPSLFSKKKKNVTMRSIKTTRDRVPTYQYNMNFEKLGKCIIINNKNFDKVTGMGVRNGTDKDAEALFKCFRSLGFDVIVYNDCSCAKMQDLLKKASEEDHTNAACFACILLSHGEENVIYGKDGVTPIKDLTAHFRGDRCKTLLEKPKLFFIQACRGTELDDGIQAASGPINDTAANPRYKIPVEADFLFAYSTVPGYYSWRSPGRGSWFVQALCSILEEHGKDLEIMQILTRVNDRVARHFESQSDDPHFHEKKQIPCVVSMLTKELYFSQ
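Assay system: Uncleavable procaspase-7 mutant enzyme | Input: 2 µM procaspase-7 mutant as dispensed | Timing: 1 h compound preincubation, 2 h substrate cleavage, 25 °C | Repeats: One well per compound | Control set: DMSO wells as 0%, DMSO with 5 µM added PC-7 as 100% | Technique: Epi-absorbance of released pNA at 405 nm, two timepoints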
RPL19A TOR yeast: RPL19A-GFP expression modulators in yeast, primary screen, cell-based, S. cerevisiae, multiplex flow cytometry, MLPCN; S. cerevisiae RPL19A-GFP strain, 3 h; active compounds read low; percent response vs DMSO, % at 10 µM; 330,000 tested, 0.3% active; AID 2025, 2009;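 active means percent response vs DMSO below 50%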;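 further: median channel GFP fluorescence of the barcoded RPL19A-GFP strain; ratio of sample median GFP to plate DMSO average so 100% = DMSO; lower means less RPL19A-GFP as with rapamycin TOR inhibition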
LAP4-GFP MLPCN: modulators of LAP4-GFP expression in yeast, primary screen, S. cerevisiae, multiplex flow cytometry, MLPCN library; 3 h; median GFP as percent of DMSO wells; GFP response vs DMSO, % at 10 µM; 320,000 tested, 0.34% active; AID 2023, 2009;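 active means GFP response vs DMSO above a set limit, about the screen mean plus 3 SD, cut at about 150% in these data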
AGP1 TOR yeast: modulators of AGP1-GFP expression in yeast TOR pathway, primary screen, cell-based, multiplex flow cytometry, S. cerevisiae, MLPCN library; 3 h; GFP as percent of DMSO wells; GFP response vs DMSO, % at 10 µM; 320,000 tested, 0.02% active; AID 2066, 2009;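 active means GFP response relative to DMSO above a set limit, near screen average plus 3 SD, cut at about 150% in these data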;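 further: median GFP channel fluorescence of the gated AGP1 strain per well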
Numbers without * were called inactive; . = no result given. Rows were taken by chance, and some 3.5% of all compounds hit somewhere here.

SMILES	AHR activator	CIT2 TOR yeast	proCasp3 act	MEP2 TOR yeast	proCasp7 act	RPL19A TOR yeast	LAP4-GFP MLPCN	AGP1 TOR yeast
COc1ccc(Cl)cc1NC(=O)c1c(-c2ccccc2)noc1C	11	84	0	96	4	93	97	89
O=C(CCNC(=O)c1ccccc1Cl)NCC(c1ccc(F)cc1)N1CCOCC1 (configuration not stated)	4	98	9	95	3	96	96	99
Cn1ncc(C(N)=O)c1NC(=S)NC(=O)c1ccc(Br)o1	6	95	-8	92	-23	94	93	97
NC(=O)NC(=O)COC(=O)/C=C/c1cccs1	2	93	1	94	10	98	102	101
Cc1ccc(S(=O)(=O)NC(=O)Nc2nccs2)cc1	1	81	5	94	-6	86	.	86
CC(C)NC(=O)Nc1cccc2c1O[C@@H](CN(C)S(=O)(=O)c1ccc(F)cc1)[C@@H](C)CN([C@H](C)CO)C2=O	1	88	6	96	2	91	110	91
O=C(/C=C/Nc1ccccc1Oc1ccccc1)c1ccco1	3	98	1	103	-19	98	101	95
c1ccc(-c2ccc(CN3CCN(c4ncccn4)CC3)cc2)cc1	-1	102	11	102	5	103	105	110
CCCCCCCCCCCC(=O)N1CC(=O)NC(=O)C1	-3	103	-2	109	6	103	112	109
O=C(CN1CCc2ccccc21)NCc1ccc2c(c1)OCO2	15	100	2	102	2	103	87	92
O=[N+]([O-])c1ccc2c(c1)C(N1CCOCC1)/C(=C/COc1ccc3ccccc3c1Br)O2 (configuration not stated)	7	99	3	99	10	93	104	99
CC(=O)OCCCN1C(=O)c2cccc3cc(Br)cc(c23)C1=O	-1	84	-6	97	8	98	103	90
O=C(NCCS(=O)(=O)N1CCN(c2ccc(F)cc2)CC1)c1ccco1	0	96	2	93	-2	98	90	98
O=C(c1cccc(Cl)c1)N1CCCc2ccccc21	3	96	-4	103	2	101	93	98
COc1ccc(C(=O)OCc2ccc(C)cc2)cc1S(=O)(=O)N1CCOCC1	0	96	-7	108	2	98	109	105
Cc1ccccc1C(=O)NNC(=O)C1CCN(c2ncccn2)CC1	0	100	4	107	1	103	90	99
COc1ccc(NC(=O)c2cc3nc(-c4ccccc4)cc(-c4ccccc4)n3n2)c(OC)c1	3	90	-9	105	-1	97	102	94
O=C(CNC(=O)c1cccs1)NCCN1CCN(Cc2ccccc2)CC1	3	95	9	96	4	95	90	98
CCN1CCN(C(=O)CS(=O)Cc2nc(-c3cccc(C)c3)oc2C)CC1 (configuration not stated)	4	94	1	100	-2	95	92	92
COc1cccc(C(=O)N2CCC(O)(c3cccnc3)CC2)c1	-4	103	10	103	3	104	93	99
CCOC(=O)CNC(=O)c1cccnc1Oc1ccc(Cl)cc1	2	96	5	93	1	97	104	103
O=C(Nc1ccc2c(c1)OCO2)C1CCN(C(=O)c2ccc([N+](=O)[O-])cc2)CC1	7	103	6	106	10	102	101	103
CN1C(=S)SC(/[N+]([O-])=C\c2cccs2)C1(C)C (configuration not stated)	3	103	-2	104	7	98	93	99
O/N=C/c1cc(Br)ccc1OCc1ccccc1F	16	102	7	131	-1	104	.	97
O=C(CCC1CCCN(C(=O)c2cc(C3CC3)[nH]n2)C1)N1CCN(c2ccccn2)CC1 (configuration not stated)	7	106	-4	98	-1	95	100	98
O=C(Cn1cccn1)N1CCCC(N2CCN(Cc3ccc4c(c3)OCO4)CC2)C1 (configuration not stated)	-3	122	6	109	-4	108	94	101
Cc1cccc(OC2CCN(Cc3nc(CC4CC4)no3)CC2)c1	1	100	13	98	2	99	101	100
O=c1c2cccnc2n(-c2ccccc2)n1Cc1ccc(Cl)cc1	3	.	6	102	13	90	93	94
Cc1cc(C(=O)N/N=C/c2ccc(C)s2)n[nH]1	97*	100	1	103	-5	104	97	101
CCCCCN(C(=O)COC(=O)Cc1c(C)nc2ccccc2c1C)c1c(N)n(CCCC)c(=O)[nH]c1=O	2	100	2	96	4	89	95	96
CS(=O)(=O)N(Cc1ccccc1Cl)c1ccc(C(=O)NCc2ccccn2)cc1	1	97	2	92	4	100	89	97
Cc1cc(=O)oc2ccc(OCC(=O)NCc3ccco3)cc12	-5	115	10	106	-7	102	117	115
O=C(CCn1nnc(-c2cccs2)n1)N1CCc2ccccc2C1	1	97	6	105	1	99	121	101
C=CCNC(=O)c1ccc(-n2cccc2)cc1	9	101	5	100	0	109	106	104
Cc1cc(/C=C2/C(=O)N(C)C(=S)N2C)ccc1N1CCCC1	63*	101	0	98	-4	104	106	96
CS(=O)(=O)N(CC(=O)NC1CCCC1)Cc1ccc(F)cc1	1	100	2	115	0	100	112	112

In the list so far, these contain two or more sulfur atoms:
SMILES	AHR activator	CIT2 TOR yeast	proCasp3 act	MEP2 TOR yeast	proCasp7 act	RPL19A TOR yeast	LAP4-GFP MLPCN	AGP1 TOR yeast
Cc1ccc(S(=O)(=O)NC(=O)Nc2nccs2)cc1	1	81	5	94	-6	86	.	86
CN1C(=S)SC(/[N+]([O-])=C\c2cccs2)C1(C)C (configuration not stated)	3	103	-2	104	7	98	93	99

Later entries.
SMILES	AHR activator	CIT2 TOR yeast	proCasp3 act	MEP2 TOR yeast	proCasp7 act	RPL19A TOR yeast	LAP4-GFP MLPCN	AGP1 TOR yeast
O=C(CSc1nnc(Cn2c(=O)sc3ccccc32)n1CCc1ccccc1)N1CCOCC1	5	97	-6	102	-13	99	99	102
CC(C)NC(=S)N/N=C/c1ccc2c(c1)OCCO2	14	94	-6	97	5	96	91	90
O=C(NNC(=O)c1cccs1)c1ccncc1	-1	92	3	98	-2	96	103	104
Cc1nn(CC(=O)N2CCN(c3ccccc3)CC2)c(C)c1[N+](=O)[O-]	-4	84	-8	96	-1	95	76	90
COC(=O)C1=C(C)N(Cc2ccccc2)C(=NCc2cc(OC)c(OC)c(OC)c2)N[C@H]1c1ccc(Br)cc1	-1	88	-2	95	3	107	94	103
COc1ccc(-c2[nH]ncc2CN2CCC(C(=O)c3ccc(F)cc3)CC2)cc1	-1	98	-6	103	-12	99	110	112
NC(=O)c1ccc(-n2nnnc2SCc2ccc(F)cc2)cc1	3	98	-12	108	7	103	102	111
O=C(CNC(=S)N(Cc1ccc(F)cc1)C1CCCCC1)NC1CC1	1	101	5	106	-5	99	97	109
COc1cccc(S(=O)(=O)NCc2ccc(C(=O)Nc3ccc(Cl)c(Cl)c3)cc2)c1	-1	89	8	92	10	94	94	93
COc1cccc(/C=C/C(=O)OCC(=O)Nc2cccc(S(=O)(=O)N(C)C)c2)c1	2	.	-1	103	14	99	101	101
COc1ccc(Oc2cccc(Cl)c2CNC(=O)c2ccccc2C(=O)O)cc1	8	86	-3	86	-1	96	103	97
Cc1cc(C(=O)COC(=O)C23CC4CC(CC(O)(C4)C2)C3)c(C)n1-c1c(C)n(C)n(-c2ccccc2)c1=O	-1	107	4	102	2	98	103	110

Only LAP4-GFP MLPCN, for four of the compounds above:
Molecule	LAP4-GFP MLPCN
O=C(CNC(=O)c1cccs1)NCCN1CCN(Cc2ccccc2)CC1	90
CCN1CCN(C(=O)CS(=O)Cc2nc(-c3cccc(C)c3)oc2C)CC1 (configuration not stated)	92
COc1cccc(C(=O)N2CCC(O)(c3cccnc3)CC2)c1	93
CCOC(=O)CNC(=O)c1cccnc1Oc1ccc(Cl)cc1	104

(list continues)
SMILES	AHR activator	CIT2 TOR yeast	proCasp3 act	MEP2 TOR yeast	proCasp7 act	RPL19A TOR yeast	LAP4-GFP MLPCN	AGP1 TOR yeast
CCOc1ccccc1C(=O)N(Cc1cccs1)C1CCS(=O)(=O)C1 (configuration not stated)	0	104	6	92	-1	98	95	104
CN(C)/C=C/c1onc(-c2c(F)cccc2Cl)c1C#N	-2	96	5	98	-5	103	94	99
CN(CC(=O)Nc1cccc(F)c1)C(=O)CCCNC(=O)c1ccc(Cl)cc1	2	85	-6	94	9	89	94	98
COc1cc(NS(=O)(=O)c2ccc(NC(=S)NC(=O)c3sc4cc(F)ccc4c3Cl)cc2)nc(OC)n1	10	92	-7	106	0	108	82	92
CCOc1ccccc1C1C(C#N)=C(N)Oc2cc(N)ccc21 (configuration not stated)	-3	98	-8	100	-18	97	101	101
CCOc1ccc(C(=O)Nc2ccccc2C(=O)O)cc1	8	103	-4	101	-7	100	99	94
O=c1c2c3c(sc2nc(NCCOCCO)n1Cc1ccco1)CCCCC3	3	100	-6	100	7	97	102	103
COc1ccccc1C1=NOC(C)(c2sc(-c3ccc(Cl)cc3)nc2C)C1 (configuration not stated)	4	98	5	96	4	94	95	98
CC1=C(C(=O)OCC2CCCO2)C(c2ccsc2)C2=C(CCCC2=O)N1 (configuration not stated)	3	103	-2	102	7	97	108	101
COc1ccc(C2(C)NC(=O)N(CC(=O)c3cc(C)n(C4CC4)c3C)C2=O)cc1OC (configuration not stated)	1	96	8	101	2	104	104	107
CSCC[C@H](NC(=O)C1CCC(CNC(=O)[C@@H]2CCCN2C(=O)OC(C)(C)C)CC1)C(=O)O (some centres not stated)	.	104	.	115	.	107	94	102
CCCc1nnc(NC(=O)CCC(=O)N2CCN(S(=O)(=O)c3ccc(F)cc3)CC2)s1	2	103	-4	98	-1	103	105	105
CCOc1ccccc1N1CCN(C(=O)CNC(=O)c2sc3ccccc3c2Cl)CC1	-1	76	4	97	-5	91	114	85
CN1C(=O)N(C)c2ccc(Br)c3cccc1c23	.	86	.	99	.	98	98	88
CC(=O)c1ccc(N2CCN(C(=O)c3cc(-c4ccncc4)nc4ccc(Br)cc34)CC2)cc1	15	110	1	101	4	101	92	101
CCOC(=O)c1cnc(-c2ccccc2)nc1Oc1ccc(Cl)cc1	2	93	6	92	5	94	92	94
C/C(Cn1nnc2ccccc21)=N/OC(=O)c1c(F)cccc1F	-1	90	6	100	-5	97	106	97
Cc1ccc(NC(=O)C2CCN(S(=O)(=O)c3cccs3)CC2)cc1	4	108	-4	102	8	101	108	110
CCOc1cc(C=O)cc(Br)c1OCC(N)=O	-5	112	2	111	4	106	90	104
COCCN1CCN(C(=O)C2CCC(=O)N(Cc3ccccc3OC)C2)CC1 (configuration not stated)	0	96	0	100	5	93	92	97
CCc1ccc(OCC(=O)Nc2ccc3c(c2)OCCO3)cc1	2	97	4	104	-6	104	105	100
COc1ccc(S(=O)(=O)N(C)CC(=O)Nc2ccccc2C(F)(F)F)cc1Cl	0	110	4	115	7	101	110	110
COc1cc(C)c(Cl)c(C)c1S(=O)(=O)NCc1cccnc1	10	104	-8	103	-9	104	101	100
CCc1nnc(NC(=O)c2cc3c(s2)CCCCC3)s1	0	102	2	103	-1	101	98	101
Cc1ccccc1CC(=O)N1CC(C)OC(C)C1 (configuration not stated)	0	108	0	101	9	106	99	106
CC(C)(C)C(=O)O/N=C1/C(=O)N(c2ccccc2)c2ccccc21	2	71	2	92	13	85	119	83
Cc1ccnc(N2CCC(C(=O)NNC(=O)c3ccccc3)CC2)n1	0	91	0	100	0	98	99	102
CCOC(=O)C1=C(C)NC(=O)NC1c1ccc(OC(=O)c2ccco2)c(OC)c1 (configuration not stated)	-1	99	2	97	-10	95	96	99
O=C(CSc1nccc(=O)[nH]1)Nc1ccccc1Sc1ccccc1	0	105	4	103	8	104	109	114
CCOC(=O)CNC(=O)N1c2ccccc2Sc2ccccc21	-1	80	-1	97	-6	92	110	96
